Assay outcomes: PubChem, several laboratories
PABP1 MLLE inh: inhibitors of microRNA-mediated deadenylation, human PABP1 MLLE binding | P11940 | actives 0.36% (n = 360,000) | inhibition, % at 20 µM | AID 588489 | GST-MLLE / FITC-PAM2 fluorescence polarization; in the data active = inhibition above about 35%, passing the limit was not always enough;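 also: plate controls were DMSO wells with GST-MLLE for no effect and wells lacking GST-MLLE protein for full effect; some results filed as inactive read as strong as hits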
MsrA inh: inhibits bovine methionine sulfoxide reductase A; purified bovine MsrA, absorbance read-out; inhibition, % at 15.5 µM; actives 0.75% (n = 360,000); AID 651718; in the data active = inhibition above about 4.5%;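 also: 0% = vehicle wells with enzyme and 100% = reference inhibitor wells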
TbMetRS inhib: Trypanosoma brucei MetRS inhibition; inhibition, % at 11.9 µM; actives 0.4% (n = 360,000); purified T. brucei MetRS, ATP depletion, Kinase-Glo luminescence; AID 624268;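 active = inhibition above a per-plate cutoff of the control wells' mean inhibition plus 3 SD, cut at about 5.5% in these data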;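 also: 0% = DMSO wells median and 100% = median of wells with control inhibitor compound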
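Material – parasite MetRS enzyme · Medium – HEPES-MgCl2-KCl buffer plus DTT, spermine, BSA, pyrophosphatase · Reagent – ATP, methionine and E. coli bulk tRNA substrates · Times – 15 min enzyme-compound preincubation, 2 h reaction, 10 min detection, 25 °C · Measured by – luminescence of leftover ATP · Evaluation – percent inhibition relative to median high and low control wells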
CendR NRP1 mod: NRP-1/CendR interaction modulation; FAM-RPARPAR peptide binding to NRP-1, fluorescence polarization; AID 602438; actives 0.85% (n = 360,000); inhibition, % at 25 µM;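 active = inhibition or corrected inhibition above about 18%, plus a signal ratio from 0.5 to 1.5, limit read from the data, passing the limit was not always enough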; also: strong numbers were not always called active
SKN-1 inh: C. elegans SKN-1 inhibition. C. elegans VP596 Pgst-4::GFP/RFP ratio, acrylamide-induced, 24 h. inhibition, % at 21.8 µM. actives 0.49% (n = 360,000). AID 624304;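 active = interference check ratio from 0.5 to 1.5 plus GFP to RFP signal ratio inhibition reaching or exceeding a fixed threshold, cut at about 30% in these data, passing the limit was not always enough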; also: some compounds called inactive have numbers as strong as hits
FAS-TE inh: blocks the thioesterase domain of human fatty acid synthase; recombinant FAS-TE, OMFH fluorogenic substrate, fluorescence endpoint; inhibition, % at 15 µM; actives 0.67% (n = 360,000); AID 602261;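 active = compounds whose normalised, plate-corrected inhibition of enzyme fluorescence in the single-dose primary screen is 50% or more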;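 also: 0% = DMSO with enzyme and 100% = substrate without enzyme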
bovine MsrA act: activators of bovine methionine sulfoxide reductase A. AID 602163. activation, % at 10.6 µM. actives 0.3% (n = 360,000). purified bovine MsrA, absorbance read-out; in the data active = activation above about 7.5%;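 also: 0% = vehicle and 100% = reference activator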
E coli Lon inh: inhibits E. coli Lon protease; actives 0.42% (n = 360,000); AID 602123; inhibition, % at 7.94 µM; purified E. coli Lon protease, fluorescence polarization; in the data active = inhibition above about 13%, passing the limit was not always enough;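 also: 0% = enzyme with probe and DMSO and 100% = no enzyme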
Target sequence (P0A9M0 whole entry, looked up): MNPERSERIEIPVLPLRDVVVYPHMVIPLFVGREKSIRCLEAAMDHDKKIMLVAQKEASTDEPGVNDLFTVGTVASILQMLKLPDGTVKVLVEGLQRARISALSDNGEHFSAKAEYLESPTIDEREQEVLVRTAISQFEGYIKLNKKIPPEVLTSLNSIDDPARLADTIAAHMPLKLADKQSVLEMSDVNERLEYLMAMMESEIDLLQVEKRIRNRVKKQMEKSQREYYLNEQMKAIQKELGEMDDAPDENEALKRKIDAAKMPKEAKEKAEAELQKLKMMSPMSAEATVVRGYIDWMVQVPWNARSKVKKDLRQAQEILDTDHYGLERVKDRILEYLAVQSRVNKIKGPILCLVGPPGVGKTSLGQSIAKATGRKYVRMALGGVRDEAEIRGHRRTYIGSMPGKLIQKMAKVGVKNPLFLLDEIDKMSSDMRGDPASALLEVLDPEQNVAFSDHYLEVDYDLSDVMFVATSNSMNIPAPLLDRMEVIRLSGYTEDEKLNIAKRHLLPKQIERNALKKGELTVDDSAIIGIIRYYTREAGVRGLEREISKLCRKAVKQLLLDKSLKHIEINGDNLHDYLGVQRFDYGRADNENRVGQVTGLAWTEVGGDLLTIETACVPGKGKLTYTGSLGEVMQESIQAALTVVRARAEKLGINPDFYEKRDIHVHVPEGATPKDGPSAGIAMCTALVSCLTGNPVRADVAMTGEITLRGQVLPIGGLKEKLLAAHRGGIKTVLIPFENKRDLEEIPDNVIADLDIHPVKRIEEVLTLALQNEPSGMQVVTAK
MT1-MMP act inh: blocks activation of human MT1-MMP; P50281; HT1080 RFP-PRO-GFP cells, GFP/RFP ratio fluorescence, overnight; percent of plate control window, DMSO zero; GFP/RFP ratio change, % at 20 µM; actives 0.061% (n = 360,000); AID 651647;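 active = GFP/RFP ratio change of at least 30% with cell ATP level not reduced by more than half and red fluorescence within 50% of control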; also: strong numbers were not always called active
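Compound: 20 µM single dose, 1% DMSO / System: HT1080 RFP-PRO-GFP cells / Controls: DMSO and RFP-L50D-GFP cell wells / Read-out basis: GFP/RFP fluorescence ratio / Schedule: overnight compound exposure at 37 °C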
* marks the source's active call; other numbers are inactive results; nt = not tested or not shown.

SMILES	PABP1 MLLE inh	MsrA inh	TbMetRS inhib	CendR NRP1 mod	SKN-1 inh	FAS-TE inh	bovine MsrA act	E coli Lon inh	MT1-MMP act inh
COc1cccc(OCCCN2CCCCC2)c1	2	0.8	0.0	0	3	-4	-4	-4	0
CCN(CC)CCN(C)C(=O)CCc1nnc(-c2ccc(C)s2)o1	10	-1.5	-0.9	-11	-4	-6	-8	-7	-3
O=C(NCCN1CCCCC1)Nc1ccc(Br)cc1	-6	-1.0	-0.4	0	1	-7	-2	8	-1
COc1ccc(S(=O)(=O)CCc2nc3ccccc3s2)cc1	-4	0.4	0.1	11	1	0	2	-2	1
N#CC1(NC(=O)COC(=O)c2ccccc2[N+](=O)[O-])CCCCC1	5	-0.2	-0.1	11	-3	-6	0	-8	2
COc1nc(OC)nc(N2CCC(C(=O)NCc3ccc(F)cc3)CC2)n1	-4	-0.7	-0.6	-1	4	-8	-3	-2	3
CCc1c(C)[nH]c2c1C(=O)C(CN1CCOCC1)CC2 (stereo unspecified)	-13	3.0	-0.8	9	3	-2	-5	-14	-4
Cc1ccc(S(=O)(=O)N2CCOCC2)cc1C(=O)O	-9	-1.9	-0.8	-12	13	-7	-2	14	2
COc1ccc(C(C)(C)C)cc1NC(=O)COC(=O)C(C)C	3	0.0	-0.4	-2	11	-2	-1	4	-2
O=C(c1ccccn1)N(CC1CCCO1)C1(C(=O)NC2CCCCC2)CCCCC1 (stereo unspecified)	-6	-1.7	-0.5	-1	8	4	1	-2	7
O=C(O)CNC(=O)C1CCCN1C(=O)CNC(=O)OCc1ccccc1 (stereo unspecified)	14	-0.3	-1.3	2	20	-3	-1	-2	2
Cc1ccc(-n2c(N)c(C(=O)N3CCOCC3)sc2=S)cc1	39	1.7	-0.7	1	3	-10	-5	-2	2
CCN(C(=O)COC(=O)/C=C/c1nc2ccccc2s1)C1CCS(=O)(=O)C1 (stereo unspecified)	-12	3.0	-0.6	7	-3	-1	-2	-1	-5
Cn1c(SCC(=O)Nc2sccc2C(N)=O)nc2ccccc2c1=O	-6	0.9	0.4	-13	-18	0	-2	1	1
CCc1ccc(N(C(=O)c2snc(C(N)=O)c2N)C(C(=O)NCC2CCCO2)c2ccco2)cc1 (stereo unspecified)	-6	0.4	-0.2	-6	7	4	-3	-10	-2
NC(=S)Nc1cccc(O)c1	-39	0.2	0.0	-4	4	-5	1	-13	-1
Cc1cccnc1N(C(=O)Nc1cccc(Cl)c1)C1=NCC(C)(C)S1	1	1.8	-0.1	13	5	9	-1	-12	0
O=C1COc2ccc(C(=O)COC(=O)CNC(=O)c3ccco3)cc2N1	-26	-0.7	-0.8	-2	7	-7	-11	4	-4
S=c1[nH]nc(CSc2nc3ccccc3s2)n1Cc1ccccc1	-37	0.2	-0.5	6	-12	0	-1	-7	2
Cc1cc(C)n(C(=O)c2cc(F)c(F)cc2C)n1	-1	0.5	-0.5	10	5	-2	-3	7	-2
O=C(COc1ccc(Br)cc1)Nc1ccc([N+](=O)[O-])cn1	3	0.8	0.1	-7	-7	43	1	-4	3
O=C(CSc1nnc2ccccn12)NNC(=O)c1ccccc1	-22	-0.6	-0.3	0	-4	-4	-1	-2	-5
CCS(=O)(=O)N1CCN(c2cnn(-c3ccccc3)c(=O)c2Cl)CC1	1	1.6	-0.3	-4	-7	0	-1	-2	2
CN(C)S(=O)(=O)c1cc(NC(=O)c2cc(=O)c3ccccc3o2)ccc1Cl	-1	0.2	0.4	9	16	12	-1	6	4
CCC(=O)Nc1cc(C(F)(F)F)ccc1N1CCOCC1	-3	0.8	0.6	-6	7	2	0	-1	-4

Only FAS-TE inh, for 2 of the compounds above:
molecule,FAS-TE inh
O=C(O)CNC(=O)C1CCCN1C(=O)CNC(=O)OCc1ccccc1 (stereo unspecified),-3
Cc1ccc(-n2c(N)c(C(=O)N3CCOCC3)sc2=S)cc1,-10

The list continues:
SMILES	PABP1 MLLE inh	MsrA inh	TbMetRS inhib	CendR NRP1 mod	SKN-1 inh	FAS-TE inh	bovine MsrA act	E coli Lon inh	MT1-MMP act inh
CC1CC(C)CN(C(=S)NC2CCCCC2)C1 (stereo unspecified)	-136	-1.7	-0.5	-7	-9	-8	-4	-9	1
S=c1[nH]nc(C2CCCCC2)n1/N=C/c1cccc(Cl)c1Cl	-80	0.0	-0.8	18	-9	19	-2	-11	1
COc1ccc(OC)c2nc(-c3cccnc3)ccc12	10	1.9	-0.5	-1	-8	-3	-3	-8	-2
COc1cccc2[nH]c3c(=O)n(CCN(C)C)cnc3c12	-5	1.5	-1.3	-4	-19	-1	-3	3	6
CCNC(=O)COC(=O)CCNC(=O)c1cccc(C)c1	-89	0.0	-0.4	16	-17	-10	-4	-4	-1
CCOc1ccccc1C(=O)Nc1ccc(NC(=O)c2ccccc2)cc1	5	1.5	0.0	-1	5	4	-1	-11	0
COc1ccc(/C=C/CN2CCN(CCc3ccccc3)C(CCO)C2)cc1 (stereo unspecified)	-1	-0.4	0.3	5	-10	-3	-2	-7	-2
Cc1cc(N=Nc2c(O)c3ccccc3[nH]c2=O)ccc1N=Nc1ccc(C(=O)N(C)C)cc1	13	0.4	-0.1	23*	12	-3	-3	2	2
Cc1ccc(S(=O)(=O)Nc2ccc3c(c2)nc(CCN2CCOCC2)n3C)cc1	-6	2.9	-0.2	-14	1	-1	-2	-13	4
Nc1cc(Br)cc2c1[nH]c(=O)c1ccccc12	8	1.9	0.0	-4	8	-4	-2	-23	-2
COCCN(Cc1cc2c(C)cc(C)cc2nc1Cl)C(=O)c1ccccc1F	3	0.3	-0.7	1	6	6	-2	14	3
Fc1cnc(Cl)nc1N1CCN(c2ccccc2)CC1	13	-0.4	0.0	-3	-1	5	-4	-8	1
S=c1[nH]nc(Cc2ccccc2)n1Cc1ccco1	-8	-1.0	-0.4	2	11	-8	7.7*	-2	5
CCCCCNC(=O)c1ccc2c(c1)ncn2-c1ccc(OC)cc1	5	0.3	-1.3	-1	-3	0	-11	-8	3
CC1CN(C(=S)NC(=O)c2cccc([N+](=O)[O-])c2)CC(C)O1 (stereo unspecified)	-28	0.9	-0.9	8	0	-1	-5	6	3
CC(=O)Oc1ccc(-c2cccc(C(=O)Oc3ccccc3)c2)cc1	-5	-0.4	-2.5	9	-16	22	-12	4	nt
CCN(CC)Cc1nc2c(c(=O)[nH]1)C1(CCCC1)Cc1ccccc1-2	0	1.1	0.6	-4	11	7	-4	-8	9
O=C(COc1cc2oc(=O)c3c(c2cc1Cl)CCC3)NCC1CCC(C(=O)O)CC1 (stereo unspecified)	2	-0.3	-0.2	0	3	-7	-2	-8	-2
CC1(C(=O)Oc2ccccc2)Cc2ccccc2C(=O)O1 (stereo unspecified)	-2	-1.3	0.0	4	15	-3	-1	1	-2
Cc1ccc2c(c1)c(C)c(C)n2CC(O)CN1CCOCC1 (stereo unspecified)	-10	-0.6	0.2	2	39*	-6	0	-5	10
COC(=O)c1cccc(-n2c(C)cc(/C=C3\SC(=O)NC3=O)c2C)c1	15	3.3	-0.1	-9	3	-1	-2	-3	2
c1ccc(COc2ccc3nocc3c2)cc1	7	0.8	-0.3	5	14	3	-2	0	4
Cc1nc2c(C)cccn2c(=O)c1NC(=O)c1ccc2c(c1)OCO2	2	4.5	-0.7	10	12	-1	-7	0	1
CCOc1cc(N2CCOCC2)c(OCC)cc1NC(=O)COc1cccc(CC)c1	-41	-1.5	-0.3	4	-1	19	-1	-2	5
CSc1ccc(CN(C)CC(=O)Nc2ccccc2C(=O)NC2CC2)cc1	2	0.2	0.1	0	-5	7	-2	-14	-1

Given with each value named: 3 of the compounds above.
> COc1ccc(OC)c2nc(-c3cccnc3)ccc12
  PABP1 MLLE inh: 10
  MsrA inh: 1.9
  TbMetRS inhib: -0.5
  CendR NRP1 mod: -1
  SKN-1 inh: -8
  FAS-TE inh: -3
  bovine MsrA act: -3
  E coli Lon inh: -8
  MT1-MMP act inh: -2
> COCCN(Cc1cc2c(C)cc(C)cc2nc1Cl)C(=O)c1ccccc1F
  PABP1 MLLE inh: 3
  MsrA inh: 0.3
  TbMetRS inhib: -0.7
  CendR NRP1 mod: 1
  SKN-1 inh: 6
  FAS-TE inh: 6
  bovine MsrA act: -2
  E coli Lon inh: 14
  MT1-MMP act inh: 3
> Cc1ccc(S(=O)(=O)Nc2ccc3c(c2)nc(CCN2CCOCC2)n3C)cc1
  PABP1 MLLE inh: -6
  MsrA inh: 2.9
  TbMetRS inhib: -0.2
  CendR NRP1 mod: -14
  SKN-1 inh: 1
  FAS-TE inh: -1
  bovine MsrA act: -2
  E coli Lon inh: -13
  MT1-MMP act inh: 4

New compounds follow:
SMILES	PABP1 MLLE inh	MsrA inh	TbMetRS inhib	CendR NRP1 mod	SKN-1 inh	FAS-TE inh	bovine MsrA act	E coli Lon inh	MT1-MMP act inh
Cc1cc(C)n2cc(CSCC(=O)O)nc2n1	-6	-0.3	-0.8	0	-3	-7	3	-1	6
COC(=O)c1ccc(CSc2nnc(CNC(=O)COc3ccc(Cl)cc3)o2)o1	-20	-1.0	-0.3	0	6	1	-1	3	1
CC1CCN(C(=O)CSc2nnc(Cn3c(=O)sc4ccccc43)n2C)CC1	10	-0.9	-0.4	7	-3	-4	-1	1	-2
O=C(COC(=O)/C=C/c1ccco1)NC1CCCCC1	3	0.9	-0.2	-17	2	-8	-2	-10	2
COc1ccc(-c2nc(-c3cccc(C(F)(F)F)c3)no2)cc1OC	4	0.2	-0.8	14	9	27	1	-1	7
CCOc1ccc(CCNC(=O)c2ccc(S(=O)(=O)N3CCCC3)cc2)cc1OCC	-5	0.2	-0.4	8	-12	3	-3	-5	0

In the list so far, these contain a CF3 group:
SMILES	PABP1 MLLE inh	MsrA inh	TbMetRS inhib	CendR NRP1 mod	SKN-1 inh	FAS-TE inh	bovine MsrA act	E coli Lon inh	MT1-MMP act inh
CCC(=O)Nc1cc(C(F)(F)F)ccc1N1CCOCC1	-3	0.8	0.6	-6	7	2	0	-1	-4
COc1ccc(-c2nc(-c3cccc(C(F)(F)F)c3)no2)cc1OC	4	0.2	-0.8	14	9	27	1	-1	7

Records listed so far shown as hits in SKN-1 inh:
| Compound | PABP1 MLLE inh | MsrA inh | TbMetRS inhib | CendR NRP1 mod | SKN-1 inh | bovine MsrA act | E coli Lon inh | MT1-MMP act inh |
| --- | --- | --- | --- | --- | --- | --- | --- | --- |
| Cc1ccc2c(c1)c(C)c(C)n2CC(O)CN1CCOCC1 (stereo unspecified) | -10 | -0.6 | 0.2 | 2 | 39* | 0 | -5 | 10 |
